Dynein cargo inh – blocks dynein driven cargo transport along microtubules. AID 1381. 3617.4 mouse cells, GR-EGFP nuclear translocation imaging; test concentration mostly 20 µM; stimulated with dexamethasone, 1 µM; stronger effect = lower value. 220,000 tested, 0.47% active. z-score, hits read low;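 active means plate z-score of nuclear minus cytoplasmic receptor signal below a set negative limit, without overly bright fluorescence or cell loss, cut at about -3.5 in these data, passing the limit was not always enough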;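 further: z-score of nuclear minus cytoplasmic ring GR-EGFP intensity difference per well; some compounds called inactive have numbers as strong as hits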
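Schedule: 48 h induction, then 1 h compound, then 30 min agonist, 37 °C. Buffer or medium: tetracycline-free induction medium containing charcoal-stripped FBS. Reagent: 1.0 µM final dexamethasone stimulus. Evaluation: nuclear versus cytoplasmic GR-EGFP signal, averaged per well. Signal: high-content fluorescence imaging after fixation.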
PMI inhibition – human PMI inhibitors, high substrate, primary screen, biochemical, fluorescence intensity, high mannose 6-phosphate (AID 1220); recombinant PMI enzyme, coupled fluorescence intensity; higher % means a stronger effect; one-dose inhibition, % at 20 µM; IC50 in µM for titrated hits; 190,000 tested, 0.66% active
P. falciparum M1AAP – P. falciparum M1AAP inhibitors, biochemical, fluorogenic H-Leu-NHMec substrate, 1536-well (AID 1445). recombinant M1AAP, H-Leu-NHMec fluorogenic kinetic assay; higher % means a stronger effect. inhibition, % at 30 µM; hits with a dose series show IC50 in µM. 220,000 tested, 0.42% active;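 active means primary inhibition above the hit cutoff, then over 50% inhibition at one or more dose response concentrations, cut at about 23% in these data, passing the limit was not always enough; inconclusive means conflicting primary data, or primary hits not chosen for dose response; inactive means low primary inhibition, or under 50% at every dose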;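 further: plate controls were DMSO full reaction for no effect and no enzyme background for full effect; strong numbers were not always called active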
P. falciparum M17LAP – P. falciparum M17LAP inhibitors, primary screen, biochemical, fluorogenic H-Leu-NHMec substrate, 1536-well (AID 1619); 220,000 tested, 0.38% active; recombinant M17LAP, H-Leu-NHMec fluorogenic kinetic assay; higher % means a stronger effect; one-dose inhibition, % at 30 µM; IC50 in µM for titrated hits;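 active means compound inhibiting the enzyme by more than half at any dose during confirmatory dose-response retesting; inconclusive means strong single-dose inhibitors picked by rank but not retested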;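 further: plate controls were full reaction with DMSO carrier for no effect and no enzyme background for full effect; strong numbers were not always called active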
LYP phosphatase – inhibitors of LYP phosphatase, biochemical, fluorescence intensity, uHTS (AID 1779); 290,000 tested, 0.054% active; recombinant LYP phosphatase, fluorescence intensity; higher % means a stronger effect; one-dose inhibition, % at 11.5 µM; IC50 in µM for titrated hits;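 further: plate controls were vehicle with enzyme for no effect and no enzyme for full effect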
Siah-1 displacement – blockers of Siah-1 interaction with plectin peptide – biochemical, fluorescence polarization, rhodamine-plectin, uHTS, primary screen (AID 1817); Siah-1 / rhodamine-plectin peptide fluorescence polarization; higher % means a stronger effect; displacement, % at 20 µM; hits with a dose series show IC50 in µM; 290,000 tested, 0.02% active;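 active means displacement of at least 50% at 20 µM, with a fluorescence ratio check between 0.3 and a set limit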;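 further: plate controls were Siah plus tracer with DMSO for no effect and tracer alone without Siah for full effect; strong numbers were not always called active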
AID2073 – disruptors of CaV2.2 binding to Mint1 – biochemical, HTRF (AID 2073) | inhibition, % at 20 µM; hits with a dose series show IC50 in µM | HTRF protein-protein interaction, Mint1-CaV2.2; higher % means a stronger effect | 290,000 tested, 0.19% active; in the data active means inhibition mostly above about 51%, no sharp cut-off; inconclusive means no clear call, values can overlap the other calls; inactive means mostly below about 53%; further: some results filed as inactive read as strong as hits
XIAP antagonists – small molecules displacing peptide from XIAP – biochemical, IAP family, fluorescence polarization (AID 1018); displacement, % at 20 µM; hits with a dose series show IC50 in µM; XIAP BIR domain, fluorescence polarization peptide displacement; higher % means a stronger effect; 200,000 tested, 0.007% active; in the data active means displacement above about 50%; further: a part of the inactive calls stands beside numbers as strong as those of hits
human PMI inhibition – inhibitors of human PMI, primary screen, biochemical, fluorescence intensity, coupled assay (AID 1209); purified PMI enzyme, coupled fluorescence intensity; higher % means a stronger effect; 190,000 tested, 0.42% active; one-dose inhibition, % at 20 µM; IC50 in µM for titrated hits;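 further: plate controls were DMSO vehicle for no effect and wells lacking substrate for full effect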
Dynein cargo inh cytoplasmic EGFP – recorded beside Dynein cargo inh, whose call it bears; z-score; measured here: cytoplasmic GR-EGFP intensity; stronger effect = higher value
Dynein cargo inh nuclear GR-EGFP – second read-out of Dynein cargo inh, no call of its own (marks repeat the call); z-score; measured here: nuclear GR-EGFP intensity;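 lower value marks the stronger effect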
Dynein cargo inh cell count – further read-out of Dynein cargo inh, marked with its call; z-score; measured here: cell count per field
* = called active by the depositor; ? = inconclusive; . = no result given. Unless noted, no stated cut-off is given here; in the data, active means inhibition above about 50%; inactive means the rest.

SMILES | Dynein cargo inh | Dynein cargo inh cytoplasmic EGFP | Dynein cargo inh nuclear GR-EGFP | Dynein cargo inh cell count | PMI inhibition | P. falciparum M1AAP | P. falciparum M17LAP | LYP phosphatase | Siah-1 displacement | AID2073 | XIAP antagonists | human PMI inhibition
Cc1ccc2nc(-c3ccc(N4C(=NC(=O)CCC(=O)O)SC5CS(=O)(=O)CC54)cc3)sc2c1 (stereo unspecified) | -0.64 | -0.21 | -0.29 | 0.16 | 9% | 10% | -10% | 6% | 4% | 44% | 2.4% | 20%
Cc1cc(=O)[nH]c2c1c(C)nn2C(C)(C)C | -0.29 | -0.3 | -0.27 | 0.37 | . | 1% | 3% | -4% | 0% | 6% | . | .
O=C1c2ccccc2NC(c2cccnc2)N1c1ccccc1F (stereo unspecified) | -0.6 | -0.31 | -0.56 | 0.79 | 0% | 1% | -106% | -11% | 0% | 16% | -6.6% | -9%
Cc1ccc(S(=O)(=O)Oc2ccccc2/C=N/O)cc1 | -0.052 | -0.29 | 0.17 | 0.35 | 20% | 3% | 8% | 7% | -4% | -10% | -1.4% | 15%
O=C(O)c1cc(NN=Nc2cccc([N+](=O)[O-])c2)cc([N+](=O)[O-])c1 | -1.3 | -0.22 | -0.58 | 0.55 | . | ? | 30% | -2% | 14% | 4% | . | .
O=C(CC1(O)C(=O)c2ccccc2C1=O)c1ccccc1 | 0.53 | -0.18 | 0.81 | 0.016 | -5% | 5% | -4% | -6% | 2% | -4% | -9.9% | -15%
CC(=O)c1cccc(-n2c(CCC(=O)O)ccc2-c2cccs2)c1 | -0.59 | -0.23 | -0.43 | -0.051 | -22% | 12% | 36% | 8% | 0% | ? | -5.1% | -5%
COC(=O)C1=C(N)Oc2c(oc(CO)cc2=O)C1c1ccc(F)cc1 (stereo unspecified) | 0.19 | -0.27 | 0.052 | 0.13 | . | -3% | 0% | -4% | 4% | 2% | . | .
Cc1ccc(SCc2nc(N)nc(Nc3ccccc3C)n2)c(C)c1 | -0.71 | -0.16 | -0.074 | 1 | -2% | 4% | 0% | -4% | 0% | -3% | -9.2% | 3%
COc1ccc(/C=N/Nc2ncc(C(F)(F)F)cc2Cl)c(OC)c1OC | -0.0059 | -0.25 | 0.79 | 0.37 | 2% | 0% | -1% | -2% | -8% | -1% | -2.8% | 4%

Entries shown so far with a halogen (three):
SMILES | Dynein cargo inh | Dynein cargo inh cytoplasmic EGFP | Dynein cargo inh nuclear GR-EGFP | Dynein cargo inh cell count | PMI inhibition | P. falciparum M1AAP | P. falciparum M17LAP | LYP phosphatase | Siah-1 displacement | AID2073 | XIAP antagonists | human PMI inhibition
O=C1c2ccccc2NC(c2cccnc2)N1c1ccccc1F (stereo unspecified) | -0.6 | -0.31 | -0.56 | 0.79 | 0% | 1% | -106% | -11% | 0% | 16% | -6.6% | -9%
COC(=O)C1=C(N)Oc2c(oc(CO)cc2=O)C1c1ccc(F)cc1 (stereo unspecified) | 0.19 | -0.27 | 0.052 | 0.13 | . | -3% | 0% | -4% | 4% | 2% | . | .
COc1ccc(/C=N/Nc2ncc(C(F)(F)F)cc2Cl)c(OC)c1OC | -0.0059 | -0.25 | 0.79 | 0.37 | 2% | 0% | -1% | -2% | -8% | -1% | -2.8% | 4%

The list goes on.
SMILES | Dynein cargo inh | Dynein cargo inh cytoplasmic EGFP | Dynein cargo inh nuclear GR-EGFP | Dynein cargo inh cell count | PMI inhibition | P. falciparum M1AAP | P. falciparum M17LAP | LYP phosphatase | Siah-1 displacement | AID2073 | XIAP antagonists | human PMI inhibition
COc1cc2c(cc1Cl)/C(=C\CCN(C)C)c1ccccc1S2 | 1.9 | -0.18 | 1.1 | -0.38 | -1% | 1% | 28% | -7% | 6% | 1% | -1.0% | 1%
COC(=O)c1ccc(CNC(=O)/C=C/c2cc([N+](=O)[O-])ccc2OC(F)F)cc1 | 0.12 | -0.26 | 0.72 | 0.68 | -7% | 0% | 5% | 11% | -4% | 42% | -8.7% | -4%
CSc1nc(Oc2ccccc2)c2sccc2n1 | -0.22 | -0.18 | -0.63 | 0.72 | 12% | 4% | 1% | -1% | -1% | 4% | -6.9% | 13%
CC(=O)N1CC[n+]2c(-c3ccc([N+](=O)[O-])cc3)csc21 | -0.4 | -0.25 | -0.25 | 1.2 | . | 11% | -3% | -5% | 2% | -42% | . | .
COc1ccc(CC(NC(C)=O)C(=O)NC2CCN(C(=O)NCc3ccccc3)CC2)cc1 (stereo unspecified) | -0.63 | -0.21 | -0.064 | 0.57 | -4% | 5% | 0% | -3% | 1% | -3% | -0.9% | -5%
COc1ccc2nc(NCc3ccccc3)[nH]c2c1 | -0.29 | -0.29 | -0.38 | 0.41 | 3% | 7% | 2% | -4% | 3% | -18% | -4.5% | 6%
CCCc1cc(=S)n2c([nH]c3ccccc32)c1C#N | 0.00056 | -0.2 | 0.1 | 0.19 | . | 9% | -3% | -4% | -7% | -24% | . | .
O=C(O)Cn1cc(C(=O)C(F)(F)F)c2ccccc21 | -0.15 | -0.32 | 0.16 | 0.2 | 1% | 11% | 20% | -5% | 5% | -6% | -4.0% | 7%
C=CCN1C(=O)C(CC(=O)Nc2ccccc2)SC1=Nc1c(C)n(C)n(-c2ccccc2)c1=O (stereo unspecified) | -0.78 | -0.16 | -0.16 | -0.18 | 10% | 4% | -1% | -10% | 5% | 0% | -5.5% | 7%
CCCn1c(=O)c2ccccc2n2c(SCc3c(C(=O)OCC)oc4ccccc34)nnc12 | 2 | -0.21 | 0.48 | -0.78 | -6% | -2% | -1% | -2% | -3% | -5% | -1.6% | -14%
O=C(CSc1nnc(CNc2ccc(F)cc2)o1)N1c2ccccc2Sc2ccccc21 | -0.62 | -0.18 | 0.07 | -0.29 | 8% | 8% | -4% | -4% | 0% | -3% | -4.9% | 8%
CCN(C(=O)c1cccc(Br)c1)c1ccccc1 | -0.2 | -0.33 | -0.35 | 0.44 | -16% | 6% | -5% | -4% | -6% | -6% | -2.5% | -18%
CCOC(=O)C1(CC/C(C)=N\NC(N)=O)CC(C)OC1=O (stereo unspecified) | -0.79 | -0.28 | -0.78 | 1.1 | -9% | 3% | 8% | -9% | 0% | 6% | -1.0% | 4%
Cc1ccccc1CC1(CO)CCCN(C(=O)c2cccc(Cl)c2)C1 (stereo unspecified) | 0.053 | 0.44 | 0.43 | -1.6 | -3% | -1% | 4% | -6% | 4% | -9% | -7.6% | 1%
COc1cccc(NC(=O)Cn2c(CCC(=O)O)ccc2-c2cccs2)c1 | -0.17 | -0.3 | -0.14 | 0.43 | 12% | 6% | 10% | -5% | 5% | 9% | -3.8% | 8%
Cc1nn(CC#N)c(=O)n1-c1ccccc1F | -0.89 | -0.23 | -0.46 | 0.23 | -1% | 0% | 1% | -11% | 1% | -6% | -2.8% | -5%
Cc1ccc(-c2cc(C(F)(F)F)n3nc(C(=O)Nc4c(C)n(C)n(-c5ccccc5)c4=O)cc3n2)cc1 | 0.86 | -0.04 | 0.64 | -0.37 | -2% | 3% | 16% | -1% | 2% | -4% | -20% | 5%
Cc1ccc(CNC(=O)C2C3C=CC(C3)C2C(=O)O)cc1 (stereo unspecified) | -0.48 | -0.24 | -0.49 | -0.25 | 5% | 4% | 11% | -9% | 0% | -8% | 0.9% | 8%
N#CC1=C(N)OC2=C(CCc3ccccc32)C1c1ccccc1Cl (stereo unspecified) | 0.13 | -0.14 | 0.24 | -0.57 | 49% | 3% | -38% | -1% | -2% | 1% | -16% | 30%
COc1ccc(-c2c3c(=O)n(C)c(=O)n(C)c3cn2-c2cccc(OC)c2)cc1 | -1.5 | -0.25 | -0.57 | 0.77 | -19% | 11% | 6% | -4% | 2% | -1% | 1.0% | 3%
COC(=O)c1cccc(Nc2cc(C)nc(-c3ccccc3O)n2)c1 | -0.29 | -0.35 | -0.13 | 0.11 | -1% | -4% | 0% | 7% | 0% | 26% | -11% | 6%
CC(Nc1cccnc1)=C(C#N)C#N | 0.25 | -0.29 | 0.49 | -0.45 | -3% | 6% | 3% | -2% | -2% | 3% | -2.9% | -3%
O=C(Nc1ccc2oc(-c3ccc4ccccc4c3)nc2c1)c1ccc2c(c1)OCCO2 | 2.3 | -0.21 | 1.4 | 0.039 | 0% | 15% | 18% | -12% | -7% | 44% | -13% | 7%
CCn1nnc(NC(=S)NC(=O)c2ccc(-c3cccc(Cl)c3)o2)n1 | 0.2 | -0.21 | -0.0031 | 0.22 | . | 14% | 14% | -1% | 2% | -25% | . | .
CCCCC(=O)Nc1cccc(NC(=S)NC(=O)C(C)C)c1 | -0.28 | -0.2 | -0.2 | -0.17 | -12% | 6% | 11% | 3% | 0% | -11% | -1.4% | 2%
CCCC(=O)Nc1ccc(C(=O)NNC(=O)COc2ccc(Br)c(C)c2)cc1 | 0.42 | -0.2 | 0.28 | 0.32 | -2% | 9% | 13% | -2% | 9% | 24% | -7.5% | 7%
CCCn1c(CNC(=O)Cc2ccccc2)nc2ccccc21 | -0.012 | -0.17 | 0.49 | 0.14 | -1% | 5% | 22% | -3% | 1% | 10% | -6.3% | 0%
O=C(CNC(=O)c1cccc(F)c1)N/N=C/C=C/c1ccccc1 | 0.21 | -0.15 | 0.14 | 0.61 | -3% | 7% | -9% | 9% | 2% | -4% | 3.4% | -3%
COc1ccc(Oc2ccccc2/C=N/O)cc1 | -0.033 | -0.21 | 0.27 | 0.99 | 13% | -1% | 3% | -5% | -1% | -7% | -3.1% | 10%
COc1ccc(C(=O)CSc2nnc(-c3ccccn3)n2Cc2ccco2)cc1 | -0.8 | -0.31 | -0.24 | 0.0026 | -13% | -1% | -4% | -4% | -4% | -20% | 0.5% | -8%
Nc1ccc(C(=O)Nc2ccco2)cc1 | 0.22 | -0.16 | 0.0087 | 0.13 | 7% | 0% | -7% | -1% | 4% | -2% | -1.2% | 4%

Source: PubChem (several laboratories)
